Source: PubChem
ARFGAP1 inh – inhibits rat ARF GTPase activating protein 1; Q62848; Arfgap1-stimulated ARF1 GTP hydrolysis, GDP FP detection; inhibition, % at 16.5 µM; actives 0.26% (n = 360,000);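 active = inhibition above a per-plate limit, mean inhibition of low control wells plus 3 SD, cut at about 25% in these data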;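 note: 0% = DMSO wells with enzyme and 100% = wells lacking Arfgap1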
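Repeats: one replicate per compound; assay system: rat Arfgap1 catalytic domain, aa 1-136; times: enzyme reaction 120 min at 25 °C after 20 min preincubation; detection: FP of antibody-bound GDP Alexa 633 tracer, ex 620/em 688 nm; benchmarks: high control wells lacking Arfgap1, low control full reaction with DMSO; reagent: human ARF1(Δ1-17)-GTP substrate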
KLK7 zymogen act – activators of human kallikrein-7 zymogen | P49862 | purified proKLK7, EDANS-DABCYL substrate fluorescence; 100% is mature enzyme control, 0% vehicle | activation, % at 7 µM | actives 0.9% (n = 370,000);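 active = activation above the mean of all tested compounds plus 3 SD, computed per campaign excluding outliers beyond control limits, cut at about 13% in these data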
Target sequence (P49862 whole entry, looked up): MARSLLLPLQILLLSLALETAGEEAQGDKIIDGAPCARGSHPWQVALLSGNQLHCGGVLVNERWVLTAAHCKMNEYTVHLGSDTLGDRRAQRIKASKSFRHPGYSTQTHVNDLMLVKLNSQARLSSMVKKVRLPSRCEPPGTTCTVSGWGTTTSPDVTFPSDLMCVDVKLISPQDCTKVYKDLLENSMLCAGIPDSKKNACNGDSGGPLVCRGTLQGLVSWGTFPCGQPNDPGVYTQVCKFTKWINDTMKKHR
TDP2 absorb – TDP2 (human) inhibition, absorbance primary screen; O95551; recombinant TDP2, T5PNP hydrolysis, p-nitrophenol absorbance 415 nm; inhibition, % at 12.8 µM; actives 0.34% (n = 370,000); AID 720702;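 active = inhibition above the mean of all tested compounds plus 3 SD, set per campaign, cut at about 25% in these data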;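 note: 0% = DMSO with enzyme and 100% = buffer with substrate but no TDP2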
Target sequence (O95551 whole entry, looked up): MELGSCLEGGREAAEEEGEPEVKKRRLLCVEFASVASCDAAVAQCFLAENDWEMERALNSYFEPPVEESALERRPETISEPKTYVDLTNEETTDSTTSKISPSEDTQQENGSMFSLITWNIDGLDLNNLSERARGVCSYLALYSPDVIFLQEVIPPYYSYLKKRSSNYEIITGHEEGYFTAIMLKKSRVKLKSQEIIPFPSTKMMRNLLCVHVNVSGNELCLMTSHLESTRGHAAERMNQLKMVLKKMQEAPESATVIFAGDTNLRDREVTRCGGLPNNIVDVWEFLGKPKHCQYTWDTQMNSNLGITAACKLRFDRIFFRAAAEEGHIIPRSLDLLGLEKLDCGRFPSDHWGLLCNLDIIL
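test system = human TDP2 enzyme | input = TDP2 enzyme at 120 nM final | medium = 50 mM Tris-HCl pH 7.5 with Mg2+, KCl, DTT, BSA | also added = T5PNP substrate, 5 mM | times = 2 h at 37 °C | technique = epi absorbance | benchmarks = high control without enzyme, low control DMSO plus TDP2 | replication = each compound tested once, singlicate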
ADAM17 inh – inhibitors of human ADAM17. actives 0.83% (n = 370,000). inhibition, % at 6.95 µM. recombinant ADAM17, EDANS/DABCYL FRET peptide cleavage. P78536;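 active = inhibition above the mean of compounds lying between control limits plus 3 SD, set per campaign, cut at about 8.5% in these data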;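 note: 0% = DMSO-only wells as the low control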
DDE Tn7 FP inh – disrupts Tn7 cyclic peptide binding to fibrin D-Dimer-E complex. P02675. FP displacement of FITC-Tn7 peptide from fibrin DD(E); 0% = median of compound wells per plate. inhibition, % at 8.3 µM. actives 0.13% (n = 370,000);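 active = inhibition above the mean of compounds falling within the control limits plus 3 SD of them, cut at about 14% in these data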;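 note: 0% = plate median of compound wells and 100% = 10 µM Aha-Tn7 peptide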
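assay system = human clot-derived fibrin DD(E) complex | quantity = Fibrin-DD(E) at 2 µM final | timing = 10 min preincubation, 3 h with tracer, room temperature | signal = fluorescence polarization | measure = percent inhibition | benchmarks = high control wells with 10 µM unlabelled Aha-Tn7 peptide (full inhibition) | replicates = singlicate testing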
ADAM10 inh – inhibits human ADAM10; O14672; recombinant ADAM10, EDANS/DABCYL FRET peptide cleavage, 3 h; inhibition, % at 7 µM; actives 0.62% (n = 370,000); AID 720582;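 active = inhibition above a per-campaign cutoff equal to the mean of compounds falling between control-based bounds plus 3 SD, cut at about 20% in these data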;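 note: 0% = DMSO wells while the 100% control is not disclosed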
ASAP1 inh – ASAP1 ArfGAP inhibition | actives 0.19% (n = 360,000) | ASAP1-stimulated ARF1 GTP hydrolysis, GDP FP detection | inhibition, % at 16.5 µM; in the data active = inhibition above about 25%;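 note: 0% = vehicle with enzyme and substrate and 100% = no enzyme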
Target sequence (Q9ULH1 325-724 limits assumed): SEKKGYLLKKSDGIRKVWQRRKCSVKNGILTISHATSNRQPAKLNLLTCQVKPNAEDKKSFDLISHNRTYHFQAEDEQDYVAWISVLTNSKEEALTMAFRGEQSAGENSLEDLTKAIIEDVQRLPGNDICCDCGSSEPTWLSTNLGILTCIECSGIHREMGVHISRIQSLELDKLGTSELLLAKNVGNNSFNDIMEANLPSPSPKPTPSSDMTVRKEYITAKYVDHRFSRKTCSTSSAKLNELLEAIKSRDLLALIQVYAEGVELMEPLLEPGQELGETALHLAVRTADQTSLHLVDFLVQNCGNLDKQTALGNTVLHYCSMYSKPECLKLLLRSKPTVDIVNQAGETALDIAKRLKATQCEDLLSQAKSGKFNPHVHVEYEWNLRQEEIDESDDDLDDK
PLCg1 inh – blocks human PLC-gamma1 enzyme activity; actives 0.84% (n = 370,000); inhibition, % at 12.2 µM; AID 720700; purified PLC-gamma1, fluorogenic substrate, fluorescence; in the data active = inhibition above about 9.5%
DDE Tn6 FP inh – DD(E)-Tn6 binding inhibition, primary FP screen; AID 720509; Fibrin DD(E) TRITC-Tn6 fluorescence polarization displacement; P02675; inhibition, % at 8.3 µM; actives 0.21% (n = 370,000);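 active = inhibition above a per-campaign cutoff: mean of compounds within control limits plus 3 SD, cut at about 15% in these data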;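 note: 0% = median of all compound wells on the plate and 100% = blocking peptide control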
LEDGF integ inh – blocks HIV-1 LEDGF/p75-dependent DNA integration; actives 0.64% (n = 370,000); TR-FRET IN-LEDGF/p75 DNA integration, Eu/Cy5; inhibition, % at 3.7 µM; AID 743269;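 active = inhibition above the screen-wide mean plus 3 SD, cut at about 13% in these data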;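 note: signal is the Cy5 over europium emission ratio at 671 and 618 nm; 0% = plate median of compound wells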
The depositor's hits bear a star; . = not tested or not shown. An unsorted share of the library; about 4.2% have a hit in one of these screens.

SMILES	ARFGAP1 inh	KLK7 zymogen act	TDP2 absorb	ADAM17 inh	DDE Tn7 FP inh	ADAM10 inh	ASAP1 inh	PLCg1 inh	DDE Tn6 FP inh	LEDGF integ inh
O=C1c2ccc3c4c(ccc(c24)C(=O)N1CCCCO)C(=O)N(CCCCO)C3=O	2	0.1	6	-12	4	-61	-7	-16	4	2
CCOc1ccccc1CNn1cnnc1SCC(=O)NC(C)(C)C	-3	0.2	-5	0	-6	-9	2	0	6	0
O=C(CN1C(=O)NC2(CCCCCCC2)C1=O)Nc1ccc(Br)cc1Br	12	-0.4	0	-2	1	-5	-2	0	4	-1
O=C(O)c1cccc(S(=O)(=O)NCC(=O)N2CCN(c3ccccn3)CC2)c1	.	0.4	5	-1	3	-2	.	1	-3	3
CC1SC(c2ccccc2)N(CC(O)c2ccc([N+](=O)[O-])cc2)C1=O (stereo unspecified)	4	-0.1	10	0	0	-5	5	2	-4	0
Cc1nn(Cc2ccccc2)c(N)c1C#N	-2	-0.2	-2	-6	-1	5	9	-4	0	-3
O=C(NNc1ccc([N+](=O)[O-])cc1)C12CC3CC(CC(C3)C1)C2	-9	0.3	1	1	-4	4	1	3	-8	2
CCOc1cc(CNC)ccc1OCC(=O)NC(C)(C)C	3	0.2	9	-3	-4	5	6	2	-2	-2
Cc1cc(C(=O)O)ccc1N=Cc1c(O)ccc2ccccc12	-6	0.3	-8	-2	-2	-6	-7	0	-2	-1
CCn1cc(/C=N\NC(=O)COc2cccc(C)c2C)c(C)n1	-7	0.3	-10	-4	8	-3	-1	-2	-2	-5
CC(C(=O)N1c2ccccc2CCc2ccccc21)n1nnc(-c2ccc(N(C)C)cc2)n1 (stereo unspecified)	-2	-6.7	-7	-1	-3	5	10	-7	-6	-5
CC(C)(O)C#Cc1ccc(CNC[C@H]2O[C@@H](n3cnc(C(N)=O)n3)[C@H](O)[C@@H]2O)s1	4	-0.4	-9	1	-2	-6	2	-2	8	0
O=C(NC(=S)NCc1ccc(Cl)cc1Cl)c1ccco1	11	0.5	-4	0	-3	3	-12	-1	5	3
Cc1cc(C(=O)CN2C(=O)C(=O)N(C3CCCC3)C2=O)c(C)n1-c1ccc(F)cc1	10	1.0	-10	5	-6	-1	-1	3	3	-1
Cc1cc(C(=O)CSc2nnnn2C)c(C)n1CCc1ccc(Cl)cc1	5	-0.2	-7	-6	-4	-6	-5	-3	-3	0
C=CCNC(=O)/C(=C/c1ccc(Br)cc1)NC(=O)c1ccccc1OC	11	0.0	12	-1	-4	0	13	0	-1	1
O=C(Nc1nc2ccc(F)cc2s1)c1ccc([N+](=O)[O-])o1	-2	1.1	2	-1	7	-4	-6	-1	8	1
COc1cc(NC(=O)COC(=O)CNC(=O)c2cc(C)cc(C)c2)c(C)cc1[N+](=O)[O-]	-7	0.1	-2	4	-2	-7	0	3	-4	-4
COc1cccc(CSc2nc3ccncc3[nH]2)c1	2	-0.1	2	-4	1	2	-1	2	-2	0
NC(=O)C1(Nc2ccc(Br)cc2)CCCC1	-2	-0.6	4	-2	-8	0	-6	-3	-3	2
COC(=O)c1ccc2nc(-c3cccc(Cl)c3)c(Cc3ccccc3C(F)(F)F)n2c1	-5	-0.3	10	-7	1	-17	-4	1	-3	0
Cc1ccc(S(=O)(=O)NNC(=O)Nc2cccc(C)c2C)c(C)c1	-2	-1.1	9	2	7	-10	1	-2	-5	2
O=S(=O)(Nc1ccccc1)c1ccc(S(=O)(=O)N2CCCC2)cc1	-13	-0.1	1	1	3	-5	2	0	-13	-2
O=C(NC1CCSc2ccccc21)c1cccc(S(=O)(=O)N2CCOCC2)c1 (stereo unspecified)	-7	0.2	-3	0	7	3	-5	2	3	1
COc1ccc(C2/C(=C(/O)c3ccc(F)cc3)C(=O)C(=O)N2c2ccccn2)cc1OC (stereo unspecified)	6	0.8	9	-5	8	-3	14	-3	3	1
S=C(Nc1ccc(Cl)cc1)NC1CC2CCCC(C1)N2C1CC1 (stereo unspecified)	2	0.1	-8	-1	1	-7	-3	2	-3	1
COc1ccc(-c2[nH]ncc2CN2CCCO2)cc1F	-6	0.0	7	-4	3	-1	-2	1	1	3
COc1ccc(NC(=O)CN(C)C(=O)c2ccc3c(c2)OCCO3)cc1	4	-0.1	17	-7	5	-9	6	-1	8	-2
COc1ccc(CN(C)C(=O)/C=C/[C@H]2O[C@@H](n3cnc4c(N)ncnc43)[C@H](O)[C@@H]2O)cc1OC	-15	0.3	1	0	-1	-10	-8	0	-5	-2
OC(c1ccccc1)c1nc2ccccc2s1 (stereo unspecified)	-2	-0.4	4	3	-14	0	-2	4	-1	2
CCOC(=O)c1c(C)[nH]c(C)c1C(=O)CSc1nnc(-c2ccncc2)n1Cc1ccccc1	3	0.0	-13	-4	2	-9	-13	-2	2	-1
CN(CC(=O)O/N=C(\N)c1ccccn1)S(=O)(=O)c1cc(Cl)ccc1Cl	-7	0.3	-4	-5	-1	-7	-12	-3	5	-4
O=C(Nc1ccc(N2CCN(C(=O)c3ccco3)CC2)c(Cl)c1)c1cccnc1	-6	0.2	-8	-4	2	-6	2	0	9	-5
CCOc1ccc(CCNC(=O)c2ccc(C)c(NC3=NC4CS(=O)(=O)CC4S3)c2)cc1 (stereo unspecified)	6	-0.3	8	-4	8	-7	2	-2	1	1
Oc1ccc(N2CCN(Cc3c(-c4ccccc4)nc4ccccn34)CC2)cc1	-6	0.4	1	-2	0	-15	-2	-1	-4	-1
CCC(C)C1=CC(=Nc2c(C)n(C)n(-c3ccccc3)c2=O)C=C(C(C)CC)C1=O (stereo unspecified)	-1	0.4	6	1	6	-1	6	-2	-2	4
Cn1nnc(NC(=O)COc2ccc(C3CCCCC3)cc2)n1	-2	0.2	9	-2	1	3	-1	1	-1	-3
COc1ccc(-n2c(C)c3c(C)nnc(C)c3c2C)cc1OC	0	1.5	-6	-16	-1	-55	-8	-52	3	3
COCCCN1C(=O)[C@H](CC(=O)NCc2ccccc2)[C@]2(C(=O)OC)CCCCC=C12	.	0.1	0	1	2	5	.	7	-2	8
O=C(CCl)N1c2ccccc2Sc2c1ccc1ccccc21	0	-0.6	6	-12	1	-72	10	-31	5	-3

3 compounds out of the list, arranged by heavy-atom count, largest number first:
SMILES	ARFGAP1 inh	KLK7 zymogen act	TDP2 absorb	ADAM17 inh	DDE Tn7 FP inh	ADAM10 inh	ASAP1 inh	PLCg1 inh	DDE Tn6 FP inh	LEDGF integ inh
COCCCN1C(=O)[C@H](CC(=O)NCc2ccccc2)[C@]2(C(=O)OC)CCCCC=C12	.	0.1	0	1	2	5	.	7	-2	8
CCC(C)C1=CC(=Nc2c(C)n(C)n(-c3ccccc3)c2=O)C=C(C(C)CC)C1=O (stereo unspecified)	-1	0.4	6	1	6	-1	6	-2	-2	4
O=C(CCl)N1c2ccccc2Sc2c1ccc1ccccc21	0	-0.6	6	-12	1	-72	10	-31	5	-3

Following part
SMILES	ARFGAP1 inh	KLK7 zymogen act	TDP2 absorb	ADAM17 inh	DDE Tn7 FP inh	ADAM10 inh	ASAP1 inh	PLCg1 inh	DDE Tn6 FP inh	LEDGF integ inh
O=C(NC1CC1)C1=C[C@H](c2ccc(Br)cc2)C[C@H](OCc2ccc(CO)cc2)O1	6	0.0	2	-4	6	8	19	-2	7	0
COC(=O)CCc1c(C)[nH]c(C(=O)OCc2ccccc2)c1C	-6	-0.5	6	-4	7	-4	7	2	0	-2
CS(=O)(=O)Nc1ccccc1C(=O)NCc1ccco1	-8	-5.3	4	-43	-2	-131	-4	-37	8	0
O=C(CCCN1C(=O)c2ccccc2C1=O)Nc1cccnc1	12	0.3	15	-3	0	1	10	-2	0	0
Clc1ccc2c(c1)C(c1cccs1)=NNC(c1cccnc1)=N2	9	0.6	-7	1	-8	7	-12	1	-8	1
O=C(NC1CCCCN(Cc2ccc(Cl)cc2)C1=O)c1cccc2nsnc12 (stereo unspecified)	.	-0.6	5	-2	-2	7	.	-2	-3	-4
O=C(NC1CC1)C1=C[C@@H](c2c[nH]c3ccccc23)C[C@@H](OCCCCO)O1	6	-1.0	15	-6	-3	-12	20	-20	1	9
CCn1c(SCC(=O)Nc2ccc(Cl)cc2)nc2nc3c(cc2c1=O)CCCC3	-1	-0.2	4	-2	1	-3	-5	6	7	0
CCOC(=O)[C@@H]1[C@H]2COc3ccc(Br)cc3[C@@H]2N2C(=O)N(c3ccc(C(F)(F)F)cc3)C(=O)[C@]12C	10	0.3	-2	1	2	5	-7	1	5	-3
COc1ccc(/C=C(\NC(=O)c2ccccc2)C(=O)N/N=C/c2ccncc2)cc1	-2	0.5	-3	0	3	-7	-12	-3	8	0
O=C(COn1nnc2ccc(C(F)(F)F)cc21)Nc1nnc(-c2ccccc2)o1	-7	-0.3	10	-5	4	2	1	-2	-2	-2
CCCCNC(=S)N1CCN(C(c2ccccc2)c2ccccc2)CC1	14	-0.2	4	3	-6	8	11	-3	-4	1
CC1CCCC(NC(=O)Cn2c(Cl)nc3c2c(=O)n(C)c(=O)n3C)C1C (stereo unspecified)	7	-0.3	5	-1	3	-8	8	1	8	-2
Cc1cc(Cn2nnc(-c3ccc(Br)cc3)n2)cc(C)c1O	10	-0.2	-8	11*	-6	2	1	7	3	2
CC1CCCN(C(=S)Nc2ccc(Nc3ccccc3)cc2)C1 (stereo unspecified)	-11	0.0	4	5	6	8	-6	1	6	-2
O=C(Cn1cc(C(F)(F)F)ccc1=O)NC(c1ccccc1)c1ccccc1	-9	0.1	3	-2	1	0	-6	6	-1	3
CCCN=C1NC(=O)C(CC(=O)NCCc2ccc(OC)c(OC)c2)S1 (stereo unspecified)	4	-0.2	-5	4	-8	-6	4	3	5	1
O=C(N/N=C/c1ccc(OC(F)F)cc1)c1cc[n+]([O-])cc1	-2	-0.3	24	-3	-1	-5	8	-1	-5	3
CC(=O)c1ccc(NC(=O)CCNC(=O)c2ccc(Cl)cc2)cc1	0	-0.4	0	-2	-3	-4	-3	-1	-1	-4
Cc1ccc[n+](CC(=O)c2cc3ccccc3oc2=O)c1	3	0.0	9	-10	-1	-40	5	-8	-3	-4
COc1ccc(CCNC(=O)C(=O)N2CCCCC2)cc1OC	-2	0.4	9	-2	-4	-1	-9	0	1	4
O=C(CN1C(=O)NC2(CCCC2)C1=O)Nc1nc(-c2ccc(F)c(F)c2)cs1	2	0.5	10	-2	-5	1	-1	-8	-6	4
